# RSV CPE inhibition = RSV antiviral activity via CPE protection, HEp-2 cells, primary 10 µM value included (AID 2391); HEp-2 cells, RSV-induced CPE inhibition; higher % means a stronger effect; CPE inhibition, % at 10 µM; hits with a dose series show IC50 in µM; hit rate 0.13% among 310,000; in the data active = a potency from the dose series; inconclusive = CPE inhibition mostly from about 23% at the one dose, without a potency; inactive = the rest, 99 in 100 with CPE inhibition below about 21%; also: strong numbers were not always called active
# T cell modulator = T cell immune modulators affecting CD8 T cell-vesicle binding. 2C CD8+ T cell-vesicle binding, flow cytometry; hits give low values. calls only at 7 µM. hit rate 0.068% among 330,000. AID 2052;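 active = response, share of CD8 T cells binding vesicles, and their 90th percentile fluorescence all below set limits, cut at about 80% in these data, passing the limit was not always enough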
#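 Test system: purified 2C TCR transgenic mouse naive CD8+ T cells. Probe or stimulus: QL9-peptide-loaded Drosophila micro-vesicles bearing Ld, ICAM-1 and B7-1. Incubation: binding step 1.5 h, 37 °C, antibody labelling 20 min, ice. Measured by: flow cytometry of vesicle-bound cells.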
# WT yeast gro inh = growth inhibition of WT yeast, mitochondrial fusion screen; AID 1362; hit rate 2.1% among 190,000; inhibition, % at 10 µM; mitochondrial fusion phenotypic screen, WT strain; in the data active = inhibition above about 58%; tested in S. cerevisiae
# bCat nuc transl = beta-catenin nuclear translocation modulation; HeLa beta-catenin nuclear translocation, immunofluorescence imaging; nuclear translocation activity, % at 5 µM; hit rate 0.3% among 190,000; AID 1665;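 active = nuclear translocation activity above 50% at 5 µM, with a well cell count of 50 or more; inconclusive = wells under 50 cells across six images, flagged as toxic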;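 also: per-cell ratio of nuclear to cytoplasmic median beta-catenin stain intensity; plate controls were DMSO negative control for no effect and GSK-3 inhibitor IX positive control for full effect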
#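 Signal – beta-catenin immunofluorescence imaging with DAPI · Test system – human HeLa cell line · Dosing – 5 µM primary single dose, 0.1% DMSO, 0.02–20 µM confirmation series · Measure – % activation, nuclear-to-cytoplasmic median beta-catenin signal ratio per cell · Incubation – 24 h compound exposure at 37°C, 5% CO2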
# Myeloid diff 2 = compounds promoting myeloid differentiation; calls only at 10 µM; ER-HoxA9 myeloid progenitors, lysozyme-GFP differentiation, flow cytometry; hit rate 1% among 360,000; AID 624256;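 active = normalized GFP-positive differentiation at or above the plate's own cutoff, the solvent-only control mean plus 3 SD; inconclusive = no clear call, values can overlap the other calls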;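 also: cells exposed to compound for four days before flow analysis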
# West Nile antiviral = West Nile virus antiviral activity, cell-based, CPE readout (AID 1621); hit rate 0.02% among 290,000; CPE inhibition, % at 10 µM; hits with a dose series show IC50 in µM; West Nile virus-infected cells, CPE inhibition; higher % means a stronger effect; in the data active = a potency from the dose series; inconclusive = CPE inhibition mostly from about 3.7% at the one dose, without a potency; inactive = the rest, 99 in 100 with CPE inhibition below about 2.2%; also: strong numbers were not always called active
# PhoP inhibition = inhibitors of PhoP regulon expression, primary screen, Salmonella Typhimurium, GFP reporter (AID 1863). S. Typhimurium PhoP-regulated promoter GFP reporter, 4 h; higher % means a stronger effect. inhibition, % at 50 µM, or IC50 in µM where a hit was titrated. hit rate 0.16% among 300,000;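 active = inhibition over 29.93%, a cutoff 3 SD above the screen mean, later confirmed by dose response; inconclusive = inhibition over 29.93% but no dose response follow-up; inactive = inhibition at most 29.93% or unconfirmed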;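 also: 0% = low Mg2+ inducing control and 100% = high Mg2+ repressing control; strong numbers were not always called active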
# Rac1 GTP hydrolysis = MgcRacGAP GTPase-activating activity inhibitors, confirmation, biochemical, ADP Hunter fluorescence | AID 624330 | one-dose inhibition, % at 30 µM; IC50 in µM for titrated hits | hit rate 0.6% among 340,000 | MgcRacGAP-stimulated Rac1 GTP hydrolysis, ADP Hunter fluorescence; higher % means a stronger effect; GST-tagged Rac1 F28L mutant substrate;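 active = first-screen hits whose inhibition reached a set limit at any dose in the follow-up dose series; inconclusive = inhibition above the set first-screen limit but never retested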;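 also: fluorescence reports GDP produced by GAP-driven GTP hydrolysis; strong numbers were not always called active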
# SV40 large T antigen = SV40 large T antigen inhibitors, biochemical (AID 1903); SV40 large T antigen ATPase/helicase inhibition assay; higher % means a stronger effect; one-dose inhibition, % at 20 µM; IC50 in µM for titrated hits; hit rate 0.39% among 310,000; in the data active = a potency from the dose series; inconclusive = inhibition mostly from about 32% at the one dose, without a potency; inactive = the rest, 99 in 100 with inhibition below about 32%; also: strong numbers were not always called active
# WT yeast gro inh mutant strain = recorded beside WT yeast gro inh, whose call it bears; inhibition, %; mitochondrial fusion phenotypic screen, mutant strain inhibition
# bCat nuc transl cell count 5 µM = further read-out of bCat nuc transl, marked with its call; cell count; measured here: cell count, cytotoxicity flag
# T cell modulator vesicle-bound % = second read-out of T cell modulator, no call of its own (marks repeat the call); double positive events, %; measured here: CD8+ vesicle-bound cell fraction;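 binding gate set so that unloaded-vesicle control wells show 10% double positive cells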
# Myeloid diff 2 GFP+ MAC1+ % = second read-out of Myeloid diff 2, no call of its own (marks repeat the call); GFP+ MAC1+ double positive, %; measured here: differentiation confirmed by MAC1 staining
# * hit, by the source's call; i = inactive; ? = inconclusive; · = no result given.
Molecule,RSV CPE inhibition,T cell modulator,T cell modulator vesicle-bound %,WT yeast gro inh,WT yeast gro inh mutant strain,bCat nuc transl,bCat nuc transl cell count 5 µM,Myeloid diff 2,Myeloid diff 2 GFP+ MAC1+ %,West Nile antiviral,PhoP inhibition,Rac1 GTP hydrolysis,SV40 large T antigen
CCCNC(=O)NC(=O)CN1CCCC1c1ccc2c(c1)OCCO2 (centres undefined),0.1%,i,10,·,·,·,·,i,1.1,-0.3%,2%,5%,2%
O=C(Cn1c(=O)oc2ccccc21)N1CCCC1,-0.6%,i,32,·,·,·,·,i,0.9,-0.2%,5%,6%,6%
O=C(COc1ccccc1[N+](=O)[O-])Nc1ccc(N2CCN(C(=O)c3cccs3)CC2)cc1,7.5%,i,36,26,6,0.0,916,i,0.1,-0.9%,0%,10%,17%
O=C(COc1ccccc1)Nc1cccc(-c2cn3cccnc3n2)c1,2.2%,i,44,·,·,·,·,i,5.5,0.9%,-2%,8%,9%
Cc1cc(NC(=O)CN2CCOCC2)n(-c2ccccc2)n1,1.0%,i,38,·,·,-0.3,1359,i,0.8,0.4%,-4%,·,4%
COc1ccc(NC(=O)CN(C)C(=O)c2ccc(N3CCCCC3)c([N+](=O)[O-])c2)cc1,12%,i,23,·,·,·,·,i,0.8,·,-6%,2%,9%
CCc1ccc(CN2CCC(C(=O)Nc3ccc(Oc4ccccc4)nc3)CC2)o1,8.1%,i,13,·,·,·,·,i,0.3,-0.6%,-9%,13%,6%
Cc1ccc(CNC(=O)C2COc3ccccc3O2)cc1 (centres undefined),0.8%,i,10,39,21,1.2,1033,i,0.5,-0.5%,4%,9%,9%
CNC(=O)C1CCN(S(=O)(=O)c2c(C)noc2/C=C/c2ccc(OC)cc2)CC1,0.7%,i,42,·,·,·,·,i,2.5,-0.8%,·,2%,15%
CCc1ccc(N2C(=O)CC(N3CCN(Cc4ccc5c(c4)OCO5)CC3)C2=O)cc1 (centres undefined),0.1%,i,37,-9,0,1.7,1543,i,0.6,-0.9%,4%,2%,2%
O=C(O)COc1ccc(F)cc1Br,-1.1%,i,38,·,·,-0.6,1329,i,0.0,0.8%,-10%,3%,11%
O=C(Nc1ccc(-n2cnnn2)cc1)C1CCC1,0.8%,i,48,-11,21,-3.8,795,i,1.1,0.1%,5%,7%,7%
CC(=O)NS(=O)(=O)c1ccc(NC(=O)c2cccc(OCc3c(C)noc3C)c2)cc1,0.1%,i,51,·,·,·,·,i,0.8,·,·,0%,·
Cc1nnc2sc(-c3csc4c3CCCC4)nn12,-0.9%,i,63,10,2,·,·,i,2.0,0.0%,13%,10%,11%
CCOc1ccc(CCNC(=O)c2cccc(-n3cnnn3)c2)cc1OCC,1.2%,i,40,·,·,·,·,i,0.7,·,·,8%,·
Cc1ccc(NC(=O)N2CCN(Cc3ccc4c(c3)OCO4)CC2)cc1,-1.2%,i,14,-4,-24,·,·,i,6.6,-0.1%,-5%,17%,2%
Cc1nc(C)n(CC(O)COc2ccc(C(=O)c3ccccc3)cc2)n1 (centres undefined),10%,i,21,-5,-4,·,·,i,1.5,-1.5%,5%,9%,-2%
COc1cc(C(C)=O)ccc1OCC(=O)c1cc(C)n(C2CC2)c1C,1.4%,i,35,-5,5,-6.8,967,i,0.9,-0.7%,6%,7%,9%
Cc1ccc(C(=O)Nc2ccc3c(c2)OCO3)cc1S(=O)(=O)N1CCCCC1,1.9%,i,33,28,0,-0.5,1107,i,1.6,-0.1%,-3%,-6%,0%
O=C(/C=C/c1ccc(F)cc1)NC(=S)N1CCCCC1c1cccnc1 (centres undefined),-0.2%,i,39,·,·,0.2,1370,·,·,-0.1%,-9%,-8%,16%
CCOc1ccc(OCc2ccc(C(=O)N(C)c3ccccc3)o2)cc1,3.1%,i,55,·,·,·,·,i,0.4,-2.0%,-3%,3%,2%
CC1CCN(C(=O)Cn2c3ccccc3c3nc4n(c(=O)c32)CCCS4)CC1,4.3%,i,34,·,·,·,·,?,·,1.3%,1%,4%,10%
CC(=O)c1ccc(N2CCN(C(=O)Nc3ccc(C)cc3)CC2)cc1,-0.5%,i,12,3,0,0.4,1080,i,0.1,-0.5%,8%,9%,10%
CCOc1ccc2nc(N3CCC(C(=O)NCCCN4CCOCC4)CC3)sc2c1,-2.0%,i,26,·,·,0.0,1265,i,0.4,-0.7%,-9%,8%,22%
CCOC(=O)N1CCN(C(=O)CCl)CC1,0.9%,i,50,-9,-4,1.9,976,i,0.5,-0.1%,21%,-1%,7%
COC(=O)c1ccc(CN2CCN(Cc3ccc(C(=O)OC)o3)CC2)o1,-0.1%,i,5,4,-5,-2.0,733,i,0.6,0.8%,2%,11%,12%
C[N+]1=C2CCCCCN2C(O)(c2ccccc2)C1 (centres undefined),1.0%,i,15,3,-11,-0.3,1179,i,1.4,0.3%,-4%,7%,11%
O=C1c2ccccc2C(=O)N1CC(O)CNc1ccc(Br)cc1 (centres undefined),3.7%,i,12,5,7,-0.9,967,i,0.8,0.1%,-4%,5%,-2%
C=CCN(CC=C)C(=S)NC(=O)c1ccc(OC)c(Br)c1,-2.4%,i,45,63,67,·,·,i,9.5,-0.7%,-1%,4%,11%
O=S(=O)(c1cccc(-c2nc3ccccc3s2)c1)N1CCCC1,2.0%,i,33,0,1,-3.8,1194,i,1.0,1.3%,4%,4%,3%
Cc1ccsc1/C=N/n1cnc2sc(C)c(C)c2c1=O,0.5%,i,48,4,12,0.4,1111,i,1.4,0.1%,-2%,-3%,3%
O=C(c1ccccc1-c1nc(-c2ccccc2)no1)N1CCOCC1,1.1%,i,29,0,-6,2.0,1409,i,7.4,-0.4%,-3%,9%,5%
Cc1cccc(NC(=O)C(C)SCc2ccccc2)c1 (centres undefined),5.2%,i,50,·,·,·,·,i,0.6,-0.5%,7%,4%,7%
CC1CC(C)CN(S(=O)(=O)c2ccc(C(=O)Nc3nnc(C4CC4)o3)cc2)C1 (centres undefined),-0.1%,i,58,·,·,·,·,i,0.4,1.5%,3%,5%,-1%
CCN(CC)c1ccc(C=Nc2ccc(C#N)cc2)c(O)c1,-0.3%,i,58,16,5,1.9,1149,i,1.1,0.3%,7%,7%,3%
COC(=O)c1ccc(C2/C(=C(\O)c3ccc4c(c3)OCCO4)C(=O)C(=O)N2c2nnc(C)s2)cc1 (centres undefined),0.9%,i,7,·,·,·,·,i,0.8,0.0%,1%,6%,9%
O=C(O)COCC(=O)NCc1csc2ccc(Cl)cc12,2.1%,i,59,·,·,-0.5,1362,i,0.5,0.8%,2%,2%,14%
Cc1ccc(-c2nc(SCC(=O)c3c(N)n(C)c(=O)n(C)c3=O)n[nH]2)cc1,-3.0%,i,26,-15,-37,-0.6,1155,i,0.4,-0.5%,-1%,6%,4%
CCN(CC)S(=O)(=O)N1CCC(C(=O)NCC2COc3ccccc3O2)CC1 (centres undefined),0.9%,i,57,-3,-3,-2.6,1229,i,4.0,-0.1%,-9%,12%,7%
Cc1ccc(NS(=O)(=O)c2ccc(N3CCN(c4ccc(O)cc4)CC3)c([N+](=O)[O-])c2)c(C)c1,16%,i,4,53,51,-2.4,457,i,8.5,-2.0%,25%,22%,11%
Cc1ccc2nc3c(cc(C(=O)NC4CCCC4)c(=N)n3CCCn3ccnc3)c(=O)n2c1,-1.4%,i,22,-15,-5,0.5,1568,·,·,0.1%,2%,·,-1%
COc1ccc2c(CCNC(=O)CN3C(=O)c4ccccc4C3=O)c[nH]c2c1,0.4%,i,61,7,9,-2.4,1051,i,0.7,-0.6%,3%,-6%,6%
Cc1ccc(C(=O)COC(=O)c2cc(=O)[nH]c3ccccc23)cc1C,2.0%,i,60,2,19,-1.4,1637,i,0.1,0.1%,1%,9%,29%
Cc1cc(=O)cc(C)n1-c1ccc(Cl)c(Cl)c1,2.0%,i,25,·,·,·,·,i,1.2,-0.2%,3%,5%,0%
CCOC(=O)C1CCN(C(=O)c2ccc(CNS(=O)(=O)c3ccc(OC)cc3)cc2)CC1,0.6%,i,46,5,12,-0.3,1116,i,0.2,-0.1%,-10%,3%,12%
CCN(CC)S(=O)(=O)c1ccc(Cl)c(NC(=O)CSc2cccc[n+]2[O-])c1,0.5%,i,24,·,·,2.5,1108,i,0.3,0.0%,-3%,12%,16%
COc1ccccc1OCCNC(=O)c1ccc(S(=O)(=O)N(C)C)cc1,-0.6%,i,47,0,-5,0.1,827,i,7.7,0.3%,6%,4%,-1%
CC(=O)Nc1ccc(NC2CCCCC2NS(=O)(=O)c2ccccc2)cc1 (centres undefined),0.7%,i,36,·,·,·,·,i,6.1,-0.2%,-8%,17%,?
CCc1cc2c(NCc3ccco3)ncnc2s1,1.9%,i,8,5,20,5.4,1391,i,1.5,-0.3%,9%,8%,3%
CCCOC1CCCN(C(=O)c2cc(COc3ccc(-n4cncn4)cc3)on2)C1 (centres undefined),4.9%,i,13,·,·,·,·,i,1.0,-1.1%,-2%,5%,13%
Cc1ccc(N2C(=O)CC(Nc3ccccc3)C2=O)cc1 (centres undefined),0.0%,i,32,-3,6,-3.2,1215,i,2.2,-0.3%,32%,4%,-10%
COc1cccc(-c2c(NC(C)=O)n(C)c3ccccc3c2=O)c1,-0.1%,i,18,·,·,·,·,i,0.5,0.6%,4%,·,3%

# Bioassay records as filed in PubChem BioAssay.
